# PREPL inh – inhibitors of human prolyl oligopeptidase-like enzyme PREPL; Q4J6C6; recombinant PREPL, fluorescence polarization activity-based probe; inhibition, % at 5.96 µM; 320,000 tested, 0.68% active; in the data active = inhibition above about 43%;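 also: 0% = enzyme with DMSO and 100% = wells lacking enzyme; many of its hits are not listed in these tables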
# Target sequence (Q4J6C6 whole entry, looked up): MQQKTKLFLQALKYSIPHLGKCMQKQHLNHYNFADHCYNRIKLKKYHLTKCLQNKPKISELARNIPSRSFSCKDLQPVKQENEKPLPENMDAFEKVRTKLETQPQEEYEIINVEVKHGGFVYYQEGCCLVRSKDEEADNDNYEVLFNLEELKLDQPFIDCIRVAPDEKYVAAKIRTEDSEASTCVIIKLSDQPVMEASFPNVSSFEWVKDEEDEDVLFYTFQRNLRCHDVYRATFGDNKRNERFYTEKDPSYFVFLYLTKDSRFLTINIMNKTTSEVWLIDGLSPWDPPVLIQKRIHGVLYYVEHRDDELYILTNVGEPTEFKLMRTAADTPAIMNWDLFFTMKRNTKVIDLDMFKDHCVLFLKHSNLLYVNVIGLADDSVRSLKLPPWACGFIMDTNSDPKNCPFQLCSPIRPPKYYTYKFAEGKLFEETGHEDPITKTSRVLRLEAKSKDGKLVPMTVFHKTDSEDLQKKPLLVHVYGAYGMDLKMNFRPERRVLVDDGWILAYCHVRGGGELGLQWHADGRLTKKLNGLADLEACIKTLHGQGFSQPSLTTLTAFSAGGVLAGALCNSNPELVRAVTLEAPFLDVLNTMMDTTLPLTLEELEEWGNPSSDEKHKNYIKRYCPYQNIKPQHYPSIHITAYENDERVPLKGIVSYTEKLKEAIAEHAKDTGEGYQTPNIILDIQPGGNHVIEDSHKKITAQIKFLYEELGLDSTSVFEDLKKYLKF
# Efflux pump inh – inhibitors of Candida antifungal efflux pumps expressed in yeast; S. cerevisiae Candida pump triplex, Nile Red efflux; 330,000 tested, 0.44% active; inhibition, % at 10 µM;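 active = plate passing quality check with inhibition over a set limit, or well fluorescence over plate mean plus 4 SD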;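 also: Nile Red retained in pooled yeast measured as flow cytometry median fluorescence; 0% = buffer negative control and 100% = Enniatin B positive control; higher means more Nile Red kept so more efflux inhibition; some compounds called inactive have numbers as strong as hits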
# Starred values were filed as active, the others as inactive. Some of the compounds tested, so the mix of outcomes need not match the whole.
# Every second line gives: PREPL inh, Efflux pump inh
C[C@H]1CN([C@@H](C)CO)C(=O)Cc2cc(NC(=O)CCC(F)(F)F)ccc2O[C@H]1CN(C)S(C)(=O)=O
  13.9, 0.0
CCN(C[C@H]1N[C@@](C)(C(=O)OC)[C@H]2C(=O)N(Cc3ccccc3)C(=O)[C@@H]12)C(=O)Nc1ccccc1
  20.1, 0.1
CC1(C)C[C@H]2C3=CCC4[C@@]5(C)CC[C@H](O)[C@](C)(CO)C5CC[C@@]4(C)[C@]3(C)CC[C@@]2(C)[C@H](O)[C@@H]1O (stereo not given in full)
  1.7, 0.1
c1ccc2ncccc2c1
  12.5, 0.1
O=C1CC2CCCN2C=C1I (stereo not given)
  5.0, -0.2
CC(C)N(C(=O)[C@H]1CC(CC(=O)NCC23CC4CC(CC(C4)C2)C3)C(=O)N2CCc3c([nH]c4ccccc34)[C@]12C)C(C)C (stereo not given in full)
  9.7, 0.8
COc1ccc(NC(=O)Nc2ccc3c(c2)C(=O)N([C@@H](C)CO)C[C@@H](C)[C@@H](CN(C)S(=O)(=O)c2cn(C)cn2)O3)cc1
  18.5, 0.9
COc1cc(OC)c2ccc(=O)oc2c1
  12.0, 0.0
C=CCC[C@@H](Cc1ccc(F)cc1)C(=O)OC[C@@H](Cc1ccccc1)NC(=O)[C@@H](CC=C)CC(=O)N[C@@H](CO)Cc1ccccc1
  10.8, 0.1
COc1cc(C)ccc1OCC(=O)OCC(=O)c1ccc[nH]1
  2.9, -0.1
O=C(CN1C(=O)NC(Cc2c[nH]c3ccccc23)C1=O)Nc1ccccc1C(F)(F)F (stereo not given)
  20.2, -0.1
CC[C@@]1(C(=O)OC)N[C@H](CN(C)C(=O)c2ccccc2)[C@@H]2C(=O)N(C)C(=O)[C@@H]21
  8.9, -0.4
COc1ccc(C2=Nn3c(nnc3-c3ccccc3OC)SC2)cc1OCC1CC1
  16.6, 0.4
CC(=O)C[C@@H](O)CC(=O)[C@@H]1OC(=O)CCCCCCCc2ccccc21
  42.1, 0.2
CC(C)C[C@@H]1CN=C(N)N1C[C@@H]1CCCN1C[C@@H](C(C)C)N1C[C@@H](Cc2ccccc2)N(CCCC2CCCC2)C1=N
  59.5*, -0.1
CCOC(=O)CCCC(=O)Nc1ncnc2c1C(c1ccccc1)c1c(ccc3ccccc13)O2 (stereo not given)
  14.1, -0.5
CCOC(=O)C1CCCN(C(=O)c2cc(-c3ccco3)nc3ccccc23)C1 (stereo not given)
  26.3, -0.1
CNC1(C)[C@H]2CC[C@H](C2)C1(C)C (stereo not given in full)
  0.6, 0.1
Cc1ccc(S(=O)(=O)NCCC(=O)Nc2cccc(S(=O)(=O)N3CCCC3)c2)cc1C
  20.4, -0.1
COC(=O)[C@@]12CCCCN1[C@H](c1ccc(-c3ccc(F)cc3)c(OC)c1)[C@H]1C(=O)N(C)C(=O)[C@H]12
  18.2, 0.3
CC[C@@]1(C(=O)OC)N[C@H](CN(C)C(=O)c2ccc(C)cc2)[C@@H]2C(=O)N(C)C(=O)[C@@H]21
  -1.4, -0.3
COC(=O)[C@]1(CC(C)C)N[C@H](c2ccc(SC3CCCCC3)cc2)[C@@H]2C(=O)N(C)C(=O)[C@@H]21
  2.3, 0.0
C[C@H](CO)N1C[C@H](C)[C@@H](CN(C)S(=O)(=O)c2ccccc2)Oc2ccc(NC(=O)C3CCCCC3)cc2C1=O
  4.6, -0.1
C[C@H](CO)N1C[C@H](C)[C@@H](CN(C)C(=O)Nc2ccc(C(F)(F)F)cc2)Oc2c(NC(=O)Nc3ccccc3)cccc2C1=O
  19.7, -0.1
C[C@H](CO)N1C[C@H](C)[C@@H](CN(C)S(=O)(=O)c2cn(C)cn2)Oc2c(NC(=O)Nc3ccc(C(F)(F)F)cc3)cccc2C1=O
  22.9, 0.3
CC(C)(C)OC(=O)C[C@H]1C/C=C\C[C@@H](CC(=O)N[C@@H](CO)Cc2ccccc2)C(=O)NCCOC1=O
  17.2, -0.2
CCN(C[C@H]1N[C@@](C)(C(=O)OC)[C@H]2C(=O)N(C)C(=O)[C@@H]12)S(=O)(=O)c1ccc(OC(F)(F)F)cc1
  3.6, -0.3
CN(C)c1ccc(C(=O)OCc2cc(=O)n3ccsc3n2)cc1
  11.3, 0.3
COc1ccc(NC(=O)N(C)C[C@H]2Oc3ccc(NC(=O)Cc4ccccc4)cc3CC(=O)N([C@H](C)CO)C[C@H]2C)cc1
  17.9, 0.2
CCN(C[C@H]1N[C@@](CC)(C(=O)OC)[C@H]2C(=O)N(Cc3ccccc3)C(=O)[C@@H]12)C(=O)Nc1ccc(Cl)cc1
  4.2, -0.4
CC(=O)N1CCN(C(=O)c2cc(C)oc2C)CC1
  14.3, 0.3
O=c1oc(CCCO)cc2ccc(C#Cc3cccnc3)cc12
  6.6, -0.2
COC(=O)[C@@]12CCCN1[C@H](c1ccc(-c3ccc4c(c3)OCO4)cc1)[C@H]1C(=O)N(C)C(=O)[C@H]12
  6.8, -0.4
CCN(C(=O)c1ccc(=O)n(C)n1)c1c(N)n(Cc2ccccc2)c(=O)[nH]c1=O
  9.2, -0.1
CNS(=O)(=O)c1ccc2c(c1)C(=O)c1cc(S(=O)(=O)NC)ccc1CC2
  -0.8, -0.2
CCCCC(CC)C(=O)O (stereo not given)
  11.7, -0.1
COC(=O)CCCC(=O)OC
  14.5, -0.1
O=C(NNS(=O)(=O)c1ccccc1Cl)C1COc2ccccc2O1 (stereo not given)
  5.3, 0.2
COc1ccc(S(=O)(=O)N(C)C[C@H]2Oc3ccc(NC(=O)NC(C)C)cc3C(=O)N([C@H](C)CO)C[C@@H]2C)cc1
  23.4, 0.1
NCCCNCCCCNCCCN
  -2.7, -0.2
Cc1nc(SCCc2nc3ccccc3[nH]2)c2oc3ccccc3c2n1
  3.3, -0.1
COc1ccc(NC(=O)N(C)C[C@H]2Oc3c(NC(=O)Nc4c(C)noc4C)cccc3C(=O)N([C@H](C)CO)C[C@@H]2C)cc1
  3.0, -0.2
CC(C)=CCC[C@](C)(O)C1CC[C@]2(C)C1[C@H](O)CC1[C@@]3(C)CC[C@H](O[C@@H]4O[C@H](CO)[C@@H](O)[C@H](O)[C@H]4O[C@@H]4O[C@H](CO)[C@@H](O)[C@H](O)[C@H]4O)C(C)(C)C3CC[C@]12C (stereo not given in full)
  -16.7, 0.1
Cc1ccc2c(c1)[C@H]1[C@H](CO2)[C@H](c2ccccc2)[C@]2(C)C(=O)Nc3ccccc3C(=O)N12
  11.8, 0.1
CC1(C)C(=O)Nc2ccccc2N1C(=O)COc1ccc(C#N)cc1
  10.5, 0.3
CCOC(=O)C1=CC[C@@H](c2cc3cc(OC)ccc3n2C)N(S(=O)(=O)c2ccc(C)cc2)[C@H]1C(=O)OCC
  5.2, 0.2
Cc1ccc2c(COC(=O)CNC(=O)c3ccco3)cc(=O)oc2c1C
  -1.7, -0.1
COc1ccc(C(=O)Nc2cccc(S(=O)(=O)N(C)C)c2)cc1S(=O)(=O)N1CCOCC1
  17.6, -0.3
COc1ccc(O)cc1
  8.1, -0.1
Cc1cccc(Nc2nnc(SCC(=O)NCC3CCCO3)s2)c1C (stereo not given)
  26.8, 0.1
O=c1oc(-c2ccc(O)c(O)c2)cc2cccc(O)c12
  66.8*, -0.1
C[C@H](CO)N1C[C@H](C)[C@@H](CN(C)C(=O)Nc2ccccc2)Oc2c(NS(=O)(=O)c3cn(C)cn3)cccc2C1=O
  18.0, 0.5
O=S(=O)(NCCNS(=O)(=O)c1c(F)cccc1F)c1ccc2c(c1)OCCO2
  9.2, -0.4
CCNC(=O)N(CC)C[C@H]1N[C@@](CC)(C(=O)OC)[C@H]2C(=O)N(Cc3ccccc3)C(=O)[C@@H]12
  2.1, 0.3
CC[C@@]1(C(=O)OC)N[C@H](CN(C)C(=O)COc2ccccc2)[C@@H]2C(=O)N(Cc3ccccc3)C(=O)[C@@H]21
  15.3, 0.7
COC(=O)[C@]1(C)N[C@H](CN(C)S(=O)(=O)c2ccc(OC(F)(F)F)cc2)[C@@H]2C(=O)N(Cc3ccccc3)C(=O)[C@@H]21
  19.2, -0.3
COc1ccc2c(c1)[C@H]1[C@H](CO2)[C@H](c2ccccc2)[C@]2(C)C(=O)Nc3cc(F)ccc3C(=O)N12
  7.7, 0.1
CC(C)CNC(=O)/C=C/C=C/c1ccc2c(c1)OCO2
  2.8, -0.2
CCCCCCC[C@@H](C/C=C/CCC(=O)O)OC
  12.2, -0.2
COc1cc2cc(CCCOC(=O)c3cc(OC)c(OC)c(OC)c3)oc(=O)c2cc1OC
  7.1, -0.1

# Remaining list, next part
# Every second line gives: PREPL inh, Efflux pump inh
CC(C)(C)[C@H]1COC(=O)CC/C=C\C[C@@H](CC(=O)N[C@H](CO)Cc2ccccc2)C(=O)N1
  6.5, 0.1
CN(C)c1ccc(C(=O)OCC#CCSc2nnc(-c3cccc4ccccc34)o2)cc1
  8.2, -0.1
O=c1cc(-c2ccc(O)cc2)oc2c(-c3c(O)cc(O)c4c(=O)cc(-c5ccc(O)cc5)oc34)c(O)cc(O)c12
  50.6*, 0.4
C=CCC[C@H](Cc1ccc(F)cc1)C(=O)OC[C@H]1CCCN1C(=O)[C@@H](CC=C)CC(=O)NCCO
  27.8, 0.2
CCN(C[C@H]1N[C@@](C)(C(=O)OC)[C@H]2C(=O)N(C)C(=O)[C@@H]12)C(=O)COC
  9.5, -0.5
COc1ccccc1-c1nnc2n1N=C(c1ccc(OC(F)F)c(OCC3CC3)c1)CS2
  19.1, -0.3
O=C(OCC#CCSc1nnc(-c2cccc3ccccc23)o1)c1ccc(Cl)cc1
  0.8, 0.3
CC(=O)OCCC(C)C
  28.2, -0.1
C#CCOCCOCCOCCNc1nc(N2CCN(C(=O)[C@H](CO)n3cc([C@@H](N)C(C)C)nn3)CC2)nc(N2CCN(C(=O)[C@H](CCCCN)n3cc([C@@H](N)[C@H](C)CC)nn3)CC2)n1
  18.4, -0.4
CCCC[C@@H]1C=C(C(=O)O)[C@H](c2ccc(CC)cc2)N1S(=O)(=O)c1ccc(C)cc1
  8.2, -0.1
COc1cc(OC)cc(-c2c(-c3cccs3)c3cc(-c4cnc(N)nc4)ccc3n2C)c1
  25.5, -0.2
COCCNC(=O)c1cc(-c2ccccc2C)n(CC2CC(c3cccc([N+](=O)[O-])c3)=NO2)n1 (stereo not given)
  -28.2, 0.2
Cn1cnc(C(=O)N2CCc3ccccc3C2)c1C(=O)N1CCc2ccccc2C1
  12.2, -0.5
CCCCCCC(=O)O
  11.1, 0.2
Cc1ccc2c(c1)C(=O)C(=O)N2Cc1ccc(Br)cc1
  16.4, -0.5
COc1ccc(NC(=O)N(C)C[C@@H]2Oc3ccc(NC(=O)NC(C)C)cc3CC(=O)N([C@H](C)CO)C[C@@H]2C)cc1
  14.8, 0.1
CC(C)NC(=O)N(C)C[C@H]1Oc2c(NC(=O)C3CCCCC3)cccc2C(=O)N([C@H](C)CO)C[C@@H]1C
  9.2, -0.1
CC[C@@H](C)[C@@H]1CN([C@@H](C)CN2CCC[C@H]2CN2C(N)=NC[C@H]2CC(C)C)C(=N)N1CCCC1CCCC1
  41.1, -0.6
C[C@H]1CN([C@@H](C)CO)C(=O)c2cccc(NC(=O)c3cnccn3)c2O[C@@H]1CN(C)S(=O)(=O)c1ccc(F)cc1
  17.6, -0.2
COc1ccc(C(=O)/C=C/c2ccc(O)cc2)c2c1CC(O)C(C)(C)O2 (stereo not given)
  21.0, 0.1
CCN1C(=O)[C@H]2[C@@H](c3ccc(-c4ccc(Cl)c(Cl)c4)c(OC)c3)N3CCCC[C@@]3(C(=O)OC)[C@H]2C1=O
  22.4, 0.0
COc1ccc2c(c1)[C@H]1[C@H](CO2)[C@H](c2ccccc2)[C@]2(C)C(=O)Nc3ccc(C)cc3C(=O)N12
  18.5, -0.1
O=C1CCC/C=C/C[C@H](CC(=O)N(CCO)Cc2ccccc2)C(=O)N[C@@H](Cc2ccccc2)CO1
  22.3, 0.1
C=CC[C@H](CC(=O)NCCO)C(=O)NC[C@@H](OC(=O)[C@@H](CC=C)Cc1ccc(F)cc1)c1ccccc1
  7.5, -0.4
Cc1ccc([C@@H]2CC=C(C(=O)O)[C@H](c3ccccc3)N2S(=O)(=O)c2ccccc2C)cc1
  16.2, 0.1
Cc1noc(C)c1NC(=O)Nc1ccc2c(c1)C(=O)N([C@H](C)CO)C[C@H](C)[C@@H](CN(C)C(=O)Nc1ccc(C(F)(F)F)cc1)O2
  42.9, 1.3
COc1ccc(-c2cccc3c2NC(=O)C3=O)cc1OC
  25.9, -0.2
CCCN(C(=O)CSc1nnc(N)s1)c1c(N)n(Cc2ccccc2)c(=O)[nH]c1=O
  0.3, -0.1
C[C@H](CO)N1C[C@H](C)[C@@H](CN(C)S(C)(=O)=O)Oc2c(NC(=O)C3CC3)cccc2C1=O
  1.1, -0.2
O=C(NCCc1ccccn1)c1c(-c2ccsc2)sc2ccccc12
  0.9, 0.2
COc1ccc(OC)cc1
  -0.8, 0.0
CCN(C[C@H]1N[C@@](C)(C(=O)OC)[C@H]2C(=O)N(C)C(=O)[C@@H]12)S(=O)(=O)c1ccccc1
  3.6, -0.1
C[C@H](CO)N1C[C@H](C)[C@@H](CN(C)S(=O)(=O)c2cn(C)cn2)Oc2ccc(NC(=O)C3CCCCC3)cc2C1=O
  13.7, 0.7
COc1ccc(NS(=O)(=O)c2cc(NC(=O)COc3ccccc3)ccc2N2CCOCC2)cc1
  18.7, 0.5

# A different layout for part of the listing above.
CCN(C[C@H]1N[C@@](C)(C(=O)OC)[C@H]2C(=O)N(C)C(=O)[C@@H]12)S(=O)(=O)c1ccccc1
  PREPL inh: 3.6 | Efflux pump inh: -0.1
COc1ccc(NS(=O)(=O)c2cc(NC(=O)COc3ccccc3)ccc2N2CCOCC2)cc1
  PREPL inh: 18.7 | Efflux pump inh: 0.5

# From PubChem
